Bioassay records from PubChem.
TRHR enhancer – allosteric enhancers of human TRH receptor; TRHR cells, fluo-8 calcium fluorescence, EC20 TRH enhancement; AID 493056; P34981; hit rate 0.66% among 360,000; enhancement, % at 2 µM; in the data active = enhancement above about 30%; note: 0% is about no effect
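TRHR-expressing cells loaded with fluo-8 calcium dye were read kinetically (ex 480/em 530) during compound addition, then stimulated with an EC20 of TRH (10 nM final). Enhancement of the Gq-mediated intracellular calcium response was scored.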
USP1-UAF1 inh – USP1/UAF1 (human) deubiquitinase inhibition. hit rate 0.23% among 390,000. O94782. Potency, µM (top dose mostly 57.1 µM), inactives show at the top dose activity change, negative = inhibition, hits mostly inhibitors. recombinant USP1/UAF1, Ub-Rhodamine cleavage fluorescence; note: potency is the fitted concentration of half-maximal effect; % is set by controls: 0 for no effect and ±100 for the full control effect; nearly all actives have a fitted effect of over 60% in size; inactives centre near -12
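Step one: compound is pinned into 1nM USP1/UAF1 in HEPES pH 7.8 buffer with TCEP. Step two: 15 min room-temperature incubation. Step three: Ub-Rho (150nM final) starts cleavage, tracked by fluorescence over six one-minute reads.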
PI4K2A block – PI4K2A (human) kinase inhibition; purified PI4K2A, ADP-Glo luminescence, 1 h; hits give low values; activity change, negative = inhibition, % at 76.9 µM; AID 1346378; hit rate 0.13% among 420,000; Q9BTU6; in the data active = activity change below about -50%; inconclusive = mostly about -30% to -49%;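 note: -100% = wells without enzyme as full effect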
Target sequence (Q9BTU6 whole entry, looked up): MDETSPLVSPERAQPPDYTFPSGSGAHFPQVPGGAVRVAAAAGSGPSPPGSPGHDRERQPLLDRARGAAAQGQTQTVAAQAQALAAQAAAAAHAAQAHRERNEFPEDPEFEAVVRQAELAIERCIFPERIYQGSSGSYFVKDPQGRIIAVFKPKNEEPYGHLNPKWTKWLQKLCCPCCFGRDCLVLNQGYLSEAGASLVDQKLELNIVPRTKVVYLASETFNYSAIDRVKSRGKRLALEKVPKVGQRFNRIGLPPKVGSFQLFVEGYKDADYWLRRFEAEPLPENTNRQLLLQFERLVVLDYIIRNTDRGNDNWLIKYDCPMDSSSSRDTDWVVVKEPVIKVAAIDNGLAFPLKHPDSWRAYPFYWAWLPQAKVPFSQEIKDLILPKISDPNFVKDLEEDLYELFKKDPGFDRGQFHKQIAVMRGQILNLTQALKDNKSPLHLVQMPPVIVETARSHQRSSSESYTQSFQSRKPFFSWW
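PI4K2A activity was measured by ADP-Glo luminescence: enzyme (4 ug/mL stock) and phosphatidylinositol (1.2 mM stock) in Tris pH 7.5/MgCl2/EGTA/Triton X-100 buffer were reacted with ATP (300 microM stock) for one hour at ambient temperature.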
mIDH1 inhibitor – human IDH1 R132H inhibition; O75874; Potency, µM (series often up to 76.6 µM), for inactives: at the highest dose activity change, negative = inhibition, most hits filed as inhibitors; hit rate 0.093% among 390,000; IDH1-R132H enzyme, NADPH consumption, diaphorase/resazurin fluorescence; note: potency is the fitted concentration of half-maximal effect; % is set by controls: 0 for no effect and ±100 for the full control effect; nearly all actives have a fitted effect of over 65% in size
Target sequence (O75874 whole entry R132H, stated change not applied): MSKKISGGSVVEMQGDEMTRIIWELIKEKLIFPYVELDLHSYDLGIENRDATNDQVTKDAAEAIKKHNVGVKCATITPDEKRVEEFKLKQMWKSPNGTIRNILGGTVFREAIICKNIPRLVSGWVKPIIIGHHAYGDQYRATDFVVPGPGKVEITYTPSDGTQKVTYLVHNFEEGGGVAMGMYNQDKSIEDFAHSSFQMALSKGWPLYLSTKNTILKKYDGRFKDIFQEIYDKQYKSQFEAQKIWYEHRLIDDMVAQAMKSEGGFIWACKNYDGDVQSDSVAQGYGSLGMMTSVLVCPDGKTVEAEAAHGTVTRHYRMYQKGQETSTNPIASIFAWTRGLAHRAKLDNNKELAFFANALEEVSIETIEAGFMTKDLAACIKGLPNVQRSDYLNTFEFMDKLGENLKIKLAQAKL
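IDH1-R132H (0.5 ug/mL dispensed) in pH 7.5 Tris buffer was preincubated 30 min with compound, then given a substrate mix of 0.016 mM NADPH and 2 mM alpha-KG for 80 min at room temperature; remaining NADPH was read by diaphorase/resazurin fluorescence.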
TrxR1 substrate – rat thioredoxin reductase 1 substrate activity; O89049; purified TrxR1 substrate turnover, NADPH consumption readout; Potency, µM (highest dose often 114 µM), without a hit: at the highest dose activity change, negative = substrate turnover; hit rate 0.01% among 390,000; AID 588456; note: potency is the fitted concentration of half-maximal effect; % is set by controls: 0 for no effect and ±100 for the full control effect; nearly all actives have a fitted effect of over 50% in size
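Rat TrxR1, dispensed at 90 nM, was prereduced with 400 uM NADPH (final) for 5 min at ~22 deg C, then incubated with compound 15 min before 400 uM selenite. A first-read NADPH fluorescence drop versus no-compound background flagged substrates.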
D2 antag – antagonizes the human D2 dopamine receptor; HEK293 TREx D2 cells, calcium flux, dopamine EC80; hit rate 2% among 340,000; inhibition, % at 10 µM; P14416; in the data active = inhibition above about 30%; note: 0% is about no effect
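Calcium mobilization kinetics were recorded at 1 s intervals in tetracycline-induced HEK293 T-REx D2 cells, first for 180 s after compound addition and then 180 s after EC80 dopamine.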
rTrxR1 inhibitor – inhibitors of rat thioredoxin reductase 1 | recombinant rTrxR1, NADPH fluorescence consumption, selenite substrate | Potency, µM (doses to about 114 µM), without a hit: at the top dose activity change, negative = inhibition, usual class: inhibitors | hit rate 1% among 390,000; note: potency is the fitted concentration of half-maximal effect; % is set by controls: 0 for no effect and ±100 for the full control effect; nearly all actives have a fitted effect of over 65% in size
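Rat TrxR1 (90 nM in the dispensed reagent) was pre-reduced with 400 uM NADPH for 5 min at room temperature, then incubated with compound for 15 min. After 400 uM selenite was added, NADPH fluorescence (Ex 340/Em 450 nm) was followed for 8 min.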
D2 ag – activates the human D2 dopamine receptor; HEK293 T-REx D2 cells, calcium flux agonist mode; hit rate 0.53% among 340,000; activation, % at 2 µM; AID 485358;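 active = activation over 3 SD above normal in the single-dose calcium agonist read, cut at about 30% in these data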; note: 0% is about no effect
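Tetracycline-induced HEK293 T-REx cells with force-coupled D2 receptor, plated overnight at 30 C, loaded with no-wash calcium dye. After a 10 s baseline, compound was pin-added and calcium flux read kinetically for 180 s; calcium rises flagged agonists.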
TRHR ag – agonists of human TRH receptor | P34981 | TRHR cells, calcium flux fluo-8, FDSS agonist mode | activation, % at 2 µM | hit rate 0.18% among 360,000 | AID 493084; in the data active = activation above about 30%; note: 0% is about no effect
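Steps: seed TRHR cells overnight; add fluo-8 no-wash Ca dye, RT 30 min–1.5 h; record 10 s baseline; pin-transfer compounds; monitor fluorescence 1 cycle/s for the agonist window. Calcium increases flag candidate agonists.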
An asterisk follows results filed as active; ? = inconclusive; / = not tested or not shown; & = joins results of further samples; [ ] = another dose, or the depositor's remark. Unless noted, calls come from the whole dose curve; as a rule, active = well fitted inhibition curve with a large enough effect; inconclusive = small, poorly fitted or top-dose-only effect; inactive = no such curve, though single readings can be large or run the other way.

SMILES	TRHR enhancer	USP1-UAF1 inh	PI4K2A block	mIDH1 inhibitor	TrxR1 substrate	D2 antag	rTrxR1 inhibitor	D2 ag	TRHR ag
O=C(c1ccc2c(Cl)c3c(nc2c1)CCCC3)N1CCN(c2cccc(C(F)(F)F)c2)CC1	13	-1%	-6	27%	-1%	/	8%	1.3	-0.2
CC(C)(C)NC(=O)CN(C(=O)C1CSC(=O)C1)c1ccccc1F (stereo unspecified)	7	-22%	-4	1%	2%	-5	15%	0.0	0.1
C=CCNC(=O)COc1ccccc1C#N	0	-9%	4	17%	-2%	2	17%	-0.5	0.4
O=C(NCC1CCCO1)C(c1ccc(F)cc1)N(CCCN1CCOCC1)C(=O)c1ccc(-c2ccccc2)[nH]1 (stereo unspecified)	5	-18%	-1	-7%	2%[57.1 µM]	17	6%[57.1 µM]	0.7	0.5
c1ccc(Nc2ncnc3c2oc2ccccc23)cc1	7	-9%	-4	11%	5%	-35	-9%	0.8	0.2
CCOC(=O)C[C@H]1c2ccc(C(F)(F)F)cc2S(=O)(=O)N1Cc1ccccc1	/	-14%	5	0%	-9%&-1%	/	6%&7%	/	/
Cc1cccc(NC(=O)COC(=O)Cc2c[nH]c3ccccc23)c1C	-6	-3%	4	4%	0%	5	6%	0.2	-0.5
Cc1cccc(-n2ncc(C(=O)N3CCC(C)CC3)c2C2CCN(C(=O)OC(C)(C)C)CC2)c1	-6	13%	-1	-4%	1%	/	30%	1.3	0.8
COc1ccccc1Nc1ncnc2c1nc1n2CCCC1	-7	-7%	-2	25%	-2%[57.1 µM]	/	-15%[57.1 µM]	0.3	-0.3
CCOc1ccc(N(Cc2ccc(OC)c(OC)c2)C(=O)c2ccco2)cc1	-14	-2%	-4	-3%	-7%	-2	4%	-0.6	-1.9
O=C(NCc1ccccc1Cl)C1CCN(S(=O)(=O)N2CCCCC2)CC1	7	2%	2	6%	6%	-5	30%	-0.6	-0.3
CC(C)(C)C1CCc2c(sc(NC(=O)C3CCCO3)c2C(N)=O)C1 (stereo unspecified)	-3	-1%	1	5%	-19%	/	-10%	/	0.5
Cc1ccccc1C(=O)NCCCNC(=O)c1cnccn1	0	1%	-7	-3%	-1%	25	4%	0.8	0.6
CC(=O)Nc1ccccc1-c1nc2ccccc2n(C(C)C(=O)Nc2cc(Cl)ccc2C)c1=O (stereo unspecified)	-3	-23%	5	/	22%	/	25%	0.5	1.4
Cn1nnnc1SCc1cccc2ccccc12	6	-16%	0	9%	11%[57.1 µM]	0	23%[57.1 µM]	0.0	9.1
COc1ccc(-c2[nH]ncc2CN2CCN(C(=O)c3cccs3)CC2)c(F)c1	0	-3%	-4	7%	-6%	14	-18%	0.2	1.3
COc1cc(/C=C/C2=NNC(=O)CC2)cc(OC)c1OC	-7	-27%	4	2%	-1%	4	1%	-0.5	0.6
Cc1ccc(Nc2nc(-c3ccc(S(=O)(=O)N4CCOCC4)cc3)cs2)cc1	/	-10%	4	4%	8%	/	26%	/	/
O=C(NCc1ccccc1CN1CCCC1)c1cccc(N2CCCC2=O)c1	2	-12%	-10	-1%	12%	-19	25%	0.3	0.3
C=CCOC(=O)C1=C(C)NC(=O)NC1C1CC=CCC1 (stereo unspecified)	-6	-8%	3	-1%	1%	3	5%	0.0	-0.1
Cc1ccc(SCc2c(C(=O)N/N=C/c3ccncc3)nnn2-c2nonc2N)cc1	-1	-25%	5	14%	4%	-4	14%	0.3	-0.6
O=C(N/N=C/c1ccc([N+](=O)[O-])o1)c1ccc2c(c1)OCO2	15	-11%	-3	2%	-1%	10	?	-0.4	0.6
O=S(=O)(NCCn1ccc2ccccc21)c1ccccc1	-2	-17%	-6	-7%	0%[57.1 µM]	4	6%[57.1 µM]	0.4	-0.1
O=C(O)CC(NC(=O)Cc1ccc(Cl)cc1)c1ccco1 (stereo unspecified)	-7	-3%	-1	-2%	-14%	-10	-3%	-1.5	-1.8
COc1ccc(OCCCC(=O)Nc2ccc3c(c2)OCCO3)cc1	5	-8%	-3	5%	2%[57.1 µM]	-19	12%	-2.3	-0.5
O=C(CSc1nnc(NC(=O)c2ccc(F)cc2)s1)NC1CC1	-1	?	3	4%	-6%	/	6%	/	-0.8
CN(C(=O)CSc1nc2ccc(NC(=O)c3ccccc3F)cc2s1)c1ccccc1	7	-20%	-2	10%	14%	/	24%	/	-1.2
COc1ccc(CNC(=O)CCC2N=C3c4ccccc4N=C(SCC(=O)NCCc4ccc(OC)c(OC)c4)N3C2=O)cc1 (stereo unspecified)	1	-23%	3	0%	-2%[57.1 µM]	/	14%[57.1 µM]	-1.0	0.1
CSc1ccc(-c2nc3cnccn3c2Nc2ccc3c(c2)OCO3)cc1	3	-8%	9	-6%	-8%	-18	11%[57.1 µM]	-0.8	0.4
COc1ccccc1N1CCN(CC(=O)N2CCCC2)CC1	6	4%	3	-2%	8%[57.1 µM]	-2	23%[57.1 µM]	-0.1	-0.1
CCOc1ccccc1NC(=O)CCn1c(=O)oc2ccccc21	/	-25%	-8	6%	18%	/	9%	/	/
Cc1ccc(Cn2c(CNS(=O)(=O)c3c(C)cc(C)cc3C)nc3cccnc32)cc1	4	-5%	-9	25%	-5%[57.1 µM]	/	11%[57.1 µM]	0.5	0.2
CC1(C)C2CCC1(C)C(NC1=NCCC1)C2 (stereo unspecified)	4	0%	-6	4%	3%	-10	3%	-0.2	1.0
Cc1cc2cc(CNC(=O)Nc3ccccc3)ccc2[nH]1	3	-14%	5	1%	-6%	-3	-3%	-0.3	-0.4
COc1cc2ccccc2cc1C(=O)NC1CCC(C)CC1 (stereo unspecified)	/	?	0	6%	9%	/	7%	/	/
O=C(NCC1(c2ccccc2)CCCC1)c1ccco1	11	-14%	2	1%	-14%	-21	-12%	-0.1	-0.7
O=C(Nc1nnc(C2CC2)s1)c1cc(-c2ccccc2)nn1-c1ccccc1	-2	-13%	-1	-7%	5%[57.1 µM]	6	22%[57.1 µM]	0.2	-0.4
CN(C)Cc1ccccc1Sc1ccccc1Br	0	-7%	5	1%	-9%	-5	-11%	0.4	0.5
CCOC(=O)C1(C(=O)OCC)C(C(=O)c2ccccc2)C1c1ccccc1 (stereo unspecified)	/	-4%	-8	6%	-6%	/	18%	/	/
Cc1cc(C(=O)N/N=C/c2cccnc2)n[nH]1	1	-12%	6	7%	-13%	5	-7%	-0.9	0.1
Cc1nnc(SCC(=O)N(C2CCCCC2)C2CCS(=O)(=O)C2)n1N (stereo unspecified)	0	-9%	3	-9%	1%[57.1 µM]	-1	4%[57.1 µM]	0.7	0.8
CCCn1c(SCC(=O)NC2CCCC2)nnc1-c1cccnc1	4	-19%	-1	1%	-16%[57.1 µM]	10	22%[57.1 µM]	-3.0	0.2
COCCN(C(=O)c1cc(-c2ccccc2Cl)nc2ccccc12)c1c(N)n(CC(C)C)c(=O)[nH]c1=O	/	-9%	3	10%	-1%	/	4%	/	/
CN(C(=O)CSc1nnc(-c2ccco2)n1C)C1CCCCC1	3	2%	1	3%	-7%	5	-8%	0.2	0.3
CCN(CC)C(=O)C1=C(C)Nc2nc3ccccc3n2C1c1ccccc1F (stereo unspecified)	4	-25%	-1	6%	5%	/	15%	/	1.7
